SRC2 inh: inhibits human steroid receptor coactivator 2; Q15596; inhibition, % at 9 µM; AID 651957; HEK293 GAL4-SRC2 luciferase reporter, luminescence; 370,000 compounds, 0.17% hits;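 active = inhibition above the mean inhibition of all tested compounds plus 3 SD, set per campaign, cut at about 52% in these data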;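 note: 0% = DMSO treated cells and 100% = cells given Gossypol at 36 µM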
C8 TRAIL sens: caspase-8 TRAIL sensitization; 360,000 compounds, 1% hits; inhibition (viability loss, TRAIL sensitization), % at 10 µM; NB7+C8 cells + TRAIL, ATPlite viability luminescence; AID 624354;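 active = compounds causing at least 50% loss of cell viability in the single-dose screen, relative to plate controls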
SRC1 inh: inhibitors of human steroid receptor coactivator 1 (SRC1). inhibition, % at 3.6 µM. HEK293 GAL4-SRC1 luciferase reporter, luminescence. Q15788. AID 588354. 360,000 compounds, 0.12% hits;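 active = inhibition above the campaign mean plus 3 SD, with each screening campaign given its own cutoff, cut at about 60% in these data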;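 note: 0% = DMSO treated cells and 100% = gossypol at 36 µM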
LMP1 NFkB inh: Epstein-Barr LMP1 NF-kappaB reporter inhibition; LMP1-induced NF-kappaB luciferase reporter cells, luminescence; inhibition, % at 12.5 µM; 350,000 compounds, 0.69% hits; in the data active = inhibition above about 41%;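 note: 0% = neutral control wells and 100% = reference inhibitor control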
SRC3 inh: inhibits human SRC3 coactivator; Q9Y6Q9; HEK293 GAL4-SRC3 luciferase reporter, luminescence; inhibition, % at 3.6 µM; 360,000 compounds, 0.17% hits; AID 588352;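 active = inhibition above a per-campaign cutoff, the mean of all compounds plus 3 SD, cut at about 60% in these data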;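 note: 0% = DMSO-treated cells and 100% = gossypol-treated cells at 36 µM; higher means less SRC3-driven luciferase light from the GAL4 reporter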
TWEAK Fn14 block: TWEAK-Fn14 signaling inhibition | TWEAK-stimulated Fn14 reporter cells, luciferase luminescence, 8 h | 360,000 compounds, 2% hits | inhibition, % at 10 µM; in the data active = inhibition above about 50%
NR5A2 inv ag: NR5A2 inverse agonism in reporter assay. inhibition, % at 3.6 µM. AID 602396. 360,000 compounds, 0.13% hits. HEK293T StAR-luciferase reporter, LRH-1 transfected, 24 h;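 active = inhibition above the mean inhibition of all tested compounds plus 3 SD, cut at about 73% in these data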;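 note: 0% = DMSO wells and 100% = reporter-only cells lacking LRH-1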
TLR9-MyD88 inh: TLR9-MyD88 interaction inhibition; CHO BLA complementation TLR9-MyD88, CCF4 FRET ratio; inhibition, % at 4.98 µM; 340,000 compounds, 0.21% hits;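 active = inhibition above the mean over all tested compounds plus 3 SD, cut at about 21% in these data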;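 note: 0% = DMSO only wells and 100% = clavulanate BLA inhibitor control wells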
TROY NFkB inh: blocks TROY-dependent signaling in reporter cells; Q293 LMP1-TROYcd NF-kB luciferase reporter, 4 h; inhibition, % at 10 µM; 360,000 compounds, 0.98% hits; AID 1347056;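 active = compounds whose plate-normalised and pattern-corrected inhibition of the luciferase reporter signal at the single screening dose is 50% or more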
NOD2-RIPK2 inh: blocks binding of human NOD2 to RIPK2; O43353; inhibition, % at 4.98 µM; CHO BLA complementation NOD2-RIPK2, CCF4 ratio; 360,000 compounds, 0.38% hits; in the data active = inhibition above about 21%;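 note: 0% = vehicle only and 100% = reference blocker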
NR2F2 inh: NR2F2 (human) inhibition, primary screen; P24468; HEK293T NGFI-A luciferase reporter, luminescence; inhibition, % at 8.6 µM; 370,000 compounds, 0.7% hits; AID 686940;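 active = inhibition above a per-plate cutoff, mean inhibition of test wells between control levels plus 3 SD, cut at about 38% in these data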;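 note: cells cotransfected with COUP-TFII expression vector driving the NGFI-A reporter; 0% = median of COUP-TF2 test wells and 100% = reporter-only cells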
* = called active by the depositor.

`CCn1nc(C)c(CNC(=O)C2CCC(=O)N(Cc3cccc(F)c3)C2)c1C` (centres undefined) gave SRC2 inh -13.2, C8 TRAIL sens -14.2, SRC1 inh -37.5, LMP1 NFkB inh -2.3, SRC3 inh 19.0, TWEAK Fn14 block -4.7, NR5A2 inv ag -1.0, TLR9-MyD88 inh 2.4, TROY NFkB inh -3.4, NOD2-RIPK2 inh 5.0 and NR2F2 inh 14.4.
Screening COc1ccc(S(=O)(=O)Nc2cc(C(=O)NCCC(C)C)ccc2N2CCOCC2)cc1 returned SRC2 inh -9.6, C8 TRAIL sens -1.5, SRC1 inh -9.2, LMP1 NFkB inh -2.3, SRC3 inh -2.2, TWEAK Fn14 block 10.6, NR5A2 inv ag -18.7, TLR9-MyD88 inh -7.2, TROY NFkB inh 9.6, NOD2-RIPK2 inh -12.8 and NR2F2 inh 5.9.
Screening CN1CCN(S(=O)(=O)c2cccc(C(=O)N(Cc3nnc(-c4ccc(Cl)cc4)o3)C3CC3)c2)CC1 returned SRC2 inh -3.6, C8 TRAIL sens 4.8, SRC1 inh -10.6, LMP1 NFkB inh -1.3, SRC3 inh 4.1, TWEAK Fn14 block -9.0, NR5A2 inv ag 4.4, TLR9-MyD88 inh -2.0, TROY NFkB inh -21.2, NOD2-RIPK2 inh -9.2 and NR2F2 inh 5.0.
For CCn1cc(CNC(=O)NC2CCCCC2)c(C)n1 the results were SRC2 inh -10.7, C8 TRAIL sens 10.7, SRC1 inh -60.2, LMP1 NFkB inh -10.6, SRC3 inh 3.6, TWEAK Fn14 block -5.9, NR5A2 inv ag -31.9, TLR9-MyD88 inh 3.4, TROY NFkB inh -21.7, NOD2-RIPK2 inh -16.0 and NR2F2 inh -36.5.
`NC1=NC[C@H](Cc2ccccc2)N1CCCCC1CCCCC1` gave SRC2 inh 1.9, C8 TRAIL sens 20.7, SRC1 inh -9.4, LMP1 NFkB inh -6.7, SRC3 inh 6.0, TWEAK Fn14 block 5.0, NR5A2 inv ag 2.5, TLR9-MyD88 inh -6.3, TROY NFkB inh 22.1, NOD2-RIPK2 inh -4.3 and NR2F2 inh -13.6.
Screening CCCCSCCCNC(=O)c1cn(C)c2ccc(S(=O)(=O)N3CCCC3)cc2c1=O returned SRC2 inh -5.8, C8 TRAIL sens 8.7, SRC1 inh 2.9, LMP1 NFkB inh 6.2, SRC3 inh -5.1, TWEAK Fn14 block -8.3, NR5A2 inv ag -2.9, TLR9-MyD88 inh 4.8, TROY NFkB inh 11.3, NOD2-RIPK2 inh 7.5 and NR2F2 inh 3.6.
`Cc1ccc(C)c(S(=O)(=O)NCc2ccc(C(=O)NCc3ccco3)cc2)c1` gave SRC2 inh -4.2, C8 TRAIL sens 4.6, SRC1 inh -9.5, LMP1 NFkB inh 1.8, SRC3 inh 2.7, TWEAK Fn14 block -10.1, NR5A2 inv ag -2.1, TLR9-MyD88 inh 4.6, TROY NFkB inh 5.5, NOD2-RIPK2 inh 3.3 and NR2F2 inh 7.6.
Screening CCC(NC(=O)c1cc(COc2ccc(OC)cc2Cl)on1)c1ccncc1 (centres undefined) returned SRC2 inh -28.4, C8 TRAIL sens 21.6, SRC1 inh -39.6, LMP1 NFkB inh -20.7, SRC3 inh -29.5, TWEAK Fn14 block -3.4, NR5A2 inv ag 14.4, TLR9-MyD88 inh -4.5, TROY NFkB inh -24.9, NOD2-RIPK2 inh 3.3 and NR2F2 inh -8.5.
CCCCCCn1c(SCC(=O)NC2CCS(=O)(=O)C2)nc2ccccc2c1=O (centres undefined) was read as SRC2 inh -12.5, C8 TRAIL sens 6.7, SRC1 inh -6.0, LMP1 NFkB inh -3.2, SRC3 inh 2.0, TWEAK Fn14 block -10.9, NR5A2 inv ag -4.6, TLR9-MyD88 inh -15.0, TROY NFkB inh -2.3, NOD2-RIPK2 inh 1.9 and NR2F2 inh 11.1.
For CNC(=S)N(Cc1ccco1)Cc1cc2cc(OC)c(OC)cc2[nH]c1=O the results were SRC2 inh 10.5, C8 TRAIL sens -5.9, SRC1 inh -3.4, LMP1 NFkB inh 4.8, SRC3 inh 7.2, TWEAK Fn14 block 3.2, NR5A2 inv ag 18.3, TLR9-MyD88 inh -3.9, TROY NFkB inh 10.7, NOD2-RIPK2 inh -7.6 and NR2F2 inh -2.0.
For CC(=O)NCCNC(=O)C1(C)Cc2c(-c3ccc(NC(C)=O)cc3)ccnc2O1 (centres undefined) the results were SRC2 inh 0.4, C8 TRAIL sens -5.2, SRC1 inh -1.9, SRC3 inh -0.2, TWEAK Fn14 block 8.9, NR5A2 inv ag 21.2, TROY NFkB inh 4.0, NOD2-RIPK2 inh 1.1 and NR2F2 inh 5.2.
Screening CCOc1ccccc1C(=O)OCC(=O)NCC1CCCO1 (centres undefined) returned SRC2 inh -13.1, C8 TRAIL sens 5.6, SRC1 inh 1.3, LMP1 NFkB inh -3.7, SRC3 inh 1.6, TWEAK Fn14 block -6.3, NR5A2 inv ag -4.1, TLR9-MyD88 inh 3.2, TROY NFkB inh -14.0, NOD2-RIPK2 inh 7.6 and NR2F2 inh -16.2.
For CC1(C)CC(=O)C(Sc2nnc(-c3ccc(NS(C)(=O)=O)cc3)n2Cc2ccco2)C(=O)C1 the results were SRC2 inh 27.1, C8 TRAIL sens -4.3, SRC1 inh -17.4, LMP1 NFkB inh 2.2, SRC3 inh -17.1, TWEAK Fn14 block 7.9, NR5A2 inv ag -5.8, TLR9-MyD88 inh -6.5, TROY NFkB inh 5.9, NOD2-RIPK2 inh -1.1 and NR2F2 inh 20.7.
`CCOC(=O)c1nnn(-c2nonc2N)c1CSc1nnc(N)s1` gave SRC2 inh -2.4, C8 TRAIL sens 3.6, SRC1 inh 9.2, LMP1 NFkB inh 7.8, SRC3 inh -13.6, TWEAK Fn14 block -19.9, NR5A2 inv ag 2.6, TLR9-MyD88 inh 6.4, TROY NFkB inh -9.5, NOD2-RIPK2 inh 9.3 and NR2F2 inh 2.5.
`O=CN1CCN(C(=S)Nc2ccc(OC(F)F)cc2)CC1` gave SRC2 inh 5.1, C8 TRAIL sens -5.3, SRC1 inh 5.4, LMP1 NFkB inh 2.9, SRC3 inh 16.5, TWEAK Fn14 block -1.4, NR5A2 inv ag -12.9, TLR9-MyD88 inh -4.8, TROY NFkB inh -21.2, NOD2-RIPK2 inh 9.3 and NR2F2 inh 0.3.
c1ccc2[nH]c(CN3CCOCC3)nc2c1 was read as SRC2 inh 3.1, C8 TRAIL sens 0.2, SRC1 inh -7.4, LMP1 NFkB inh 1.4, SRC3 inh 15.7, TWEAK Fn14 block 17.5, NR5A2 inv ag 25.6, TLR9-MyD88 inh 9.6, TROY NFkB inh 16.6, NOD2-RIPK2 inh 3.3 and NR2F2 inh 8.6.
`CN(CC(=O)NCc1ccccn1)S(=O)(=O)c1ccccc1` gave SRC2 inh 18.3, C8 TRAIL sens 0.0, SRC1 inh -1.0, LMP1 NFkB inh -1.0, SRC3 inh 15.6, TWEAK Fn14 block 1.3, NR5A2 inv ag 4.8, TLR9-MyD88 inh -6.7, TROY NFkB inh -9.3, NOD2-RIPK2 inh 2.9 and NR2F2 inh 4.6.
`COc1ccc(C(=O)OCC(=O)Nc2cc(C)on2)cc1S(=O)(=O)N1CCOCC1` gave SRC2 inh -10.6, C8 TRAIL sens -0.9, SRC1 inh -0.1, LMP1 NFkB inh -0.5, SRC3 inh -7.7, TWEAK Fn14 block 11.8, NR5A2 inv ag -3.6, TLR9-MyD88 inh 4.6, TROY NFkB inh -18.9, NOD2-RIPK2 inh 2.7 and NR2F2 inh 0.9.
Screening O=S(=O)(c1ccc(SCCOc2ccc(F)cc2)nc1)N1CCCC1 returned SRC2 inh 10.6, C8 TRAIL sens 24.5, SRC1 inh -44.3, LMP1 NFkB inh 10.7, SRC3 inh -16.4, TWEAK Fn14 block 0.2, NR5A2 inv ag 21.3, TLR9-MyD88 inh 8.3, TROY NFkB inh 2.9, NOD2-RIPK2 inh -4.8 and NR2F2 inh 9.2.
Screening COc1ccc(-c2cnc(N)nc2-c2ccc(OCc3ccccc3)cc2O)cc1 returned SRC2 inh -0.1, C8 TRAIL sens 0.8, SRC1 inh 4.9, LMP1 NFkB inh 14.5, SRC3 inh 11.4, TWEAK Fn14 block 4.7, NR5A2 inv ag -1.5, TLR9-MyD88 inh 8.9, TROY NFkB inh 8.4, NOD2-RIPK2 inh 4.4 and NR2F2 inh 12.6.
`COc1ccc(CCNC(=O)C2CCN(C(=O)c3ccc(Br)cc3)CC2)cc1OC` gave SRC2 inh 3.0, C8 TRAIL sens -3.3, SRC1 inh -13.9, LMP1 NFkB inh -11.1, SRC3 inh 11.3, TWEAK Fn14 block -6.4, NR5A2 inv ag -3.7, TLR9-MyD88 inh -12.8, TROY NFkB inh 6.2, NOD2-RIPK2 inh -0.8 and NR2F2 inh -15.1.
Cc1ccc(NC(=O)Cc2ccccc2Cl)cc1S(=O)(=O)N(C)C was read as SRC2 inh -6.7, C8 TRAIL sens 1.8, SRC1 inh -8.2, LMP1 NFkB inh 5.6, SRC3 inh 9.4, TWEAK Fn14 block -9.3, NR5A2 inv ag -29.8, TLR9-MyD88 inh -1.0, TROY NFkB inh -3.0, NOD2-RIPK2 inh 3.7 and NR2F2 inh 8.7.
For CCN(CC)S(=O)(=O)c1ccc(NN)nc1 the results were SRC2 inh 0.8, C8 TRAIL sens -4.7, SRC1 inh -35.5, LMP1 NFkB inh -12.3, SRC3 inh 4.2, TWEAK Fn14 block -3.3, NR5A2 inv ag -10.7, TLR9-MyD88 inh -6.8, TROY NFkB inh 28.7, NOD2-RIPK2 inh -6.6 and NR2F2 inh 6.0.
Cc1cccc(C)c1NC(=S)N1CCOCC1 was read as SRC2 inh -4.7, C8 TRAIL sens -1.7, SRC1 inh -7.9, LMP1 NFkB inh 1.5, SRC3 inh -18.5, TWEAK Fn14 block 21.9, NR5A2 inv ag -3.7, TLR9-MyD88 inh 6.3, TROY NFkB inh -19.8, NOD2-RIPK2 inh 5.6 and NR2F2 inh -5.2.
Screening CC(C)(C)NC(=O)CSc1ncnc2c1nnn2Cc1ccccc1Cl returned SRC2 inh -4.0, C8 TRAIL sens 17.2, SRC1 inh -5.3, LMP1 NFkB inh 0.1, SRC3 inh -5.2, TWEAK Fn14 block 21.3, NR5A2 inv ag 5.5, TLR9-MyD88 inh 1.5, TROY NFkB inh 28.7, NOD2-RIPK2 inh 10.8 and NR2F2 inh 23.9.

This is a subset, so the mix of outcomes need not match the whole.
